High-throughput results: PubChem BioAssay, National Center for Advancing Translational Sciences (NCATS)
HTT cytoprotect – cytoprotection in Huntington HTT-Q103 PC12 cell model | PC12 HTT-Q103 induced, cytoprotection, ATP luminescence, 40 h | Potency, µM (highest dose often 56.4 µM), inactives show cytoprotection (ATP increase), usual class: activators | 230,000 tested, 0.14% active;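 also: % of control where 0% means no effect; nearly all actives have a fitted effect of over 45% in size; toxic huntingtin expression switched on by the ecdysone agonist tebufenozide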
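ATP quantification (ATPlite) reports survival of PC12 cells in which tebufenozide, 100 nM final, switches on Htt exon 1 with 103 glutamines linked to GFP; compounds are titrated.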
GAA spleen mod – inhibitors or activators of human alpha-glucosidase in spleen homogenate; P10253; human spleen homogenate, 4-MU-alpha-glucoside fluorescence; Potency, µM (top dose mostly 79.9 µM), inactives show top-dose activity change, negative = inhibition, usual class: inhibitors; 240,000 tested, 0.006% active;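 also: 0% = enzyme with vehicle and -100% = no enzyme basal signal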
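AC50 values come from Hill-equation fits of concentration-response data, normalized to no-enzyme and full-activity controls. Enzyme source: 1 ug human spleen homogenate; 1 mM fluorogenic 4-MU glucoside, pH 5.0 citrate buffer, 37 C, 40 min.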
GLA spleen mod – inhibitors or activators of human alpha-galactosidase in spleen homogenate | human spleen homogenate, 4MU-alpha-Gal fluorescence, 40 min | Potency, µM (top dose mostly 80 µM), for the others: at the highest dose activity change, negative = inhibition, usual class: inhibitors | 240,000 tested, 0.008% active;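 also: 0% = enzyme with vehicle and -100% = no enzyme basal signal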
Target sequence (P06280 32-429 limits assumed): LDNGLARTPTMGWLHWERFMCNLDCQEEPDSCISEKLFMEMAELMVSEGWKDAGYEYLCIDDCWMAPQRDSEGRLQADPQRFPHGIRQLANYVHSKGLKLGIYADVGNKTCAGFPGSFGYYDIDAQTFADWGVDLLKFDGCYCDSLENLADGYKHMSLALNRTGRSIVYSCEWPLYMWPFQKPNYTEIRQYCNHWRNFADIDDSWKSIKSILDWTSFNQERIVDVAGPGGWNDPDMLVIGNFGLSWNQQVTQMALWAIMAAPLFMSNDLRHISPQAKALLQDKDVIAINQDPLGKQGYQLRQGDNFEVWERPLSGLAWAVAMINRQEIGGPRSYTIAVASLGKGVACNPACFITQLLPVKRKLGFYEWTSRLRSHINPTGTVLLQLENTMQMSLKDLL
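qHTS titration in buffer at pH 5.0. Alpha-galactosidase activity in spleen homogenate was measured via 4-methylumbelliferone release from 1 mM fluorogenic substrate after 40 min at 37C and a pH 10 stop. AC50 came from Hill fits of control-normalized data.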
GAA glycogen – GAA glycogen-cleavage inhibition or activation; P10253; recombinant GAA, glycogen substrate, Amplex Red glucose oxidase fluorescence; Potency, µM (series often up to 76.4 µM), without a hit: at the top dose activity change, negative = inhibition, usual class: inhibitors; 300,000 tested, 0.38% active; AID 2100;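 also: 0% = full enzyme reaction and -100% = no-enzyme basal signal; the screen sought inhibitors and activators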
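Recombinant human alpha-glucosidase (4 nM final) hydrolysed bovine liver glycogen (30 ug) for 40 min at 37 C in pH 5.0 citrate/phosphate with 0.01% Tween-20. Released glucose detected by glucose oxidase/Amplex Red, Ex 573/Em 610 nm. Compounds up to 77 uM; AC50 from Hill fits.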
Tau fibril FP – tau fibrillization inhibition (FP); K18 P301L tau heparin fibrillization, Alexa594 FP, 6 h; AID 1468; P10636; 280,000 tested, 0.39% active; Potency, µM (top dose mostly 57.7 µM), for inactives: at the highest dose activity, negative = inhibition, actives largely listed as inhibitors; also: % is scaled to controls: 0 for no effect and ±100 for the full control effect; nearly all actives have a fitted effect of over 55% in size
Target sequence (P10636 561-689 P618L limits assumed): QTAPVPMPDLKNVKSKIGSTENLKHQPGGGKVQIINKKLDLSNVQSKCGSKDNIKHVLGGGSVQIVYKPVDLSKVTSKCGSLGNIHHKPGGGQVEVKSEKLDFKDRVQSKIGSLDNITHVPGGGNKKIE
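Compound effects on tau fibrillization are measured by Alexa 594 fluorescence polarization (ex 555, em 632 nm). K18 P301L tau is used at 15 uM with 0.24 uM labeled tracer, and 20 uM heparin induces aggregation over 6 hr at 37 C.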
Tau fibril ThT – blocks human tau fibril formation measured by thioflavin T; P10636; recombinant tau K18 P301L, heparin-induced fibrillization, ThT fluorescence; Potency, µM (doses to about 57.4 µM), for the others: at the top dose activity, negative = inhibition, actives largely listed as inhibitors; 270,000 tested, 2.1% active; also: % is scaled to controls: 0 for no effect and ±100 for the full control effect; nearly all actives have a fitted effect of over 55% in size
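Heparin-induced (20 uM) aggregation of recombinant human K18 P301L tau, 15 uM unlabeled with 0.24 uM labeled, pH 7 acetate buffer, 6 hr at 37 C with compound. Fibrils quantified by 30 uM ThT fluorescence after 1 hr ambient incubation.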
GAA inhib – blocks human lysosomal alpha-glucosidase | 200,000 tested, 0.005% active | P10253 | Potency, µM (highest dose often 76.9 µM), without a hit: top-dose activity change, negative = inhibition, usual class: inhibitors | purified human GAA, 4-MU-alpha-glucoside fluorescence | AID 1466;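 also: plate controls were uninhibited enzyme wells for no effect and no-enzyme background for full effect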
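AC50 values come from Hill fits of compound titrations (up to 77 uM) against 4 nM human enzyme. Substrate 4-methylumbelliferyl-alpha-D-pyranoside at 400 uM, pH 5.0 citrate buffer, 20 min room temperature; fluorescence Ex 365/Em 440 after alkaline stop.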
Tau fluor counter – counter-screen for tau fibril formation inhibitors | tau K18 P301L Alexa594 fluorescence, heparin fibrillization | 280,000 tested, 0.93% active | AID 1463 | Potency, µM (titrated, usually from 57.7 µM), for inactives: top-dose activity change, negative = decrease; also: % is scaled to controls: 0 for no effect and ±100 for the full control effect; nearly all actives have a fitted effect of over 55% in size
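Human tau K18 P301L (15 uM unlabeled, 0.24 uM Alexa 594-labeled) in 100 mM sodium acetate pH 7 with 20 uM heparin, 6 hr at 37 C. ThT 30 uM added, 1 hr ambient; Alexa 594 FP and total fluorescence read at 555/632 nm.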
The depositor's hits bear a star; ? = inconclusive; nt = no result given; [ ] = another dose, or the depositor's remark. Calls follow the shape of the dose curve; as a rule, active = well fitted curve in the direction sought with a large enough effect; inconclusive = small, poorly fitted or top-dose-only effect, or another doubt; inactive = no such curve, though single readings can be large; an effect the other way counts as inactive or inconclusive. Potency is read from the fitted curve at half-maximal effect.

A first look, five compounds:
SMILES	HTT cytoprotect	GAA spleen mod	GLA spleen mod	GAA glycogen	Tau fibril FP	Tau fibril ThT	GAA inhib	Tau fluor counter
CC(=O)C1C(c2ccc([N+](=O)[O-])cc2)C2C(C)=NN=C2CC1(C)O (stereo unspecified)	-8.8%[10 µM]	-2.9%	4.2%	0.0%	3.4%	-4.4%	nt	-4.0%
CC1(C)NC(=O)N(CC(O)COc2ccc(-c3ccc(C#N)cc3)cc2)C1=O (stereo unspecified)	-17.3%[10 µM]	-4.5%	-2.4%	-16.5%	5.2%	-11.3%	-21.4%	-8.4%
O=C(OCCCC(=O)N1CCOCC1)c1ccccc1	-0.4%[0.074 µM]	1.3%	2.2%	-7.7%	-2.5%	-2.7%	1.4%	0.8%
CCOC(=O)C1(CCc2ccccc2)CCN(Cc2cnc(N(C)C)s2)CC1	-12.2%[10 µM]	2.4%	-11.2%	-2.2%	3.7%	-7.1%	3.9%	-6.0%
S=C(N=Nc1ccccc1)NNc1ccccc1	nt	-19.5%	0.2%	-12.4%	?	25.1µM*	0.3%[15.4 µM]	20µM*[quencher]

Main list, previewed entries included:
SMILES	HTT cytoprotect	GAA spleen mod	GLA spleen mod	GAA glycogen	Tau fibril FP	Tau fibril ThT	GAA inhib	Tau fluor counter
CC(=O)C1C(c2ccc([N+](=O)[O-])cc2)C2C(C)=NN=C2CC1(C)O (stereo unspecified)	-8.8%[10 µM]	-2.9%	4.2%	0.0%	3.4%	-4.4%	nt	-4.0%
CC1(C)NC(=O)N(CC(O)COc2ccc(-c3ccc(C#N)cc3)cc2)C1=O (stereo unspecified)	-17.3%[10 µM]	-4.5%	-2.4%	-16.5%	5.2%	-11.3%	-21.4%	-8.4%
O=C(OCCCC(=O)N1CCOCC1)c1ccccc1	-0.4%[0.074 µM]	1.3%	2.2%	-7.7%	-2.5%	-2.7%	1.4%	0.8%
CCOC(=O)C1(CCc2ccccc2)CCN(Cc2cnc(N(C)C)s2)CC1	-12.2%[10 µM]	2.4%	-11.2%	-2.2%	3.7%	-7.1%	3.9%	-6.0%
S=C(N=Nc1ccccc1)NNc1ccccc1	nt	-19.5%	0.2%	-12.4%	?	25.1µM*	0.3%[15.4 µM]	20µM*[quencher]
COCCNC(=O)[C@H](CSCc1ccccc1)N1Cc2ccccc2C1=O	20.2%[10 µM]	-1.9%	-5.7%	2.8%	0.7%	nt	nt	-8.1%
O=C(NCc1ccccn1)c1ccc(COc2ccc(Cl)cc2)o1	2.0%	-11.1%	-9.7%	-9.8%	-0.7%	-9.5%	-4.5%	-6.2%
Cc1cccc(NS(=O)(=O)c2cccc3nonc23)c1	nt	7.7%	5.6%	11.6%	4.4%	9.0%	-1.4%	5.5%
COc1ccc(NC(=O)C(=O)NCCN2CCN(C(=O)c3cccs3)CC2)cc1	20.0%[10 µM]	-5.2%	-4.6%	4.4%	1.0%	?	-6.3%	-1.6%
COCCNC(=O)/C(C#N)=C/c1cn(CC(=O)NCc2ccco2)c2ccccc12	-42.6%	1.4%	2.1%	6.9%	-6.1%	0.0%	-1.5%	-4.7%
Cc1cc(C)n(-c2nc3ccccc3nc2Nc2cccc(C(F)(F)F)c2)n1	nt	nt	nt	11.6%[76.3 µM]	?	0.6%	nt	-20.1%
O=C1CC(NCCC2=CCCCC2)C(=O)N1c1cccc(Cl)c1Cl (stereo unspecified)	12.7%	-3.4%	-1.0%	-6.7%	-8.3%	-14.9%	2.3%	-15.7%
CC1CCN(C(=O)CN2C(=O)c3cccc4cccc(c34)C2=O)CC1	-31.8%[inhibitor]	6.3%	7.9%	2.5%	?	-2.9%	1.1%	-0.6%
Cc1nc(NC(=O)CSc2nc3cccnc3n2C2CCCCC2)sc1C	-26.6%[10 µM]	1.8%	-4.5%	3.1%	2.2%	0.7%	0.9%	-2.5%
CCOC(=O)Cn1cc(C#N)c(=O)[nH]c1=O	-11.4%[10 µM]	4.4%	5.5%	-4.6%	nt	nt	nt	nt
Cc1nn(Cc2ccccc2Cl)c(C)c1NC(=O)CCCn1nc(C)c([N+](=O)[O-])c1C	3.4%	-13.4%	-13.7%	2.9%	4.6%	-2.0%	-2.1%	-5.7%
COc1ccc(Cl)c2c1[nH]c1nc(SCc3ccccn3)nnc12	0.4%[10 µM]	1.0%	1.7%	0.6%	-5.6%	?	1.2%	?
CNC(=O)COc1ccc(Cl)c2cccnc12	-5.9%	-0.3%	-7.0%	6.8%	0.8%	3.4%	0.8%	5.7%
O=C(Nc1cccc(NC(=O)C2C3CC4OC(=O)C2C4C3)c1)c1ccccc1 (stereo unspecified)	13.7%[10 µM]	3.6%	1.6%	-7.8%	-5.9%	-4.3%	?	-10.4%
COc1cccc(C(=O)NC(=S)Nc2ccc([N+](=O)[O-])cc2C)c1	-12.6%[10 µM]	-0.2%	4.9%	11.6%	-2.5%	-13.6%	-8.8%	-7.5%
CN(Cc1ccccc1)c1cc(Cl)nc(N)n1	-22.2%	1.4%	4.7%	4.1%	-0.4%	-0.9%	-7.9%	-1.4%
COc1cc2c(c(OC)c1OC)-c1c(cc3c(c1OC)OCO3)C1OC2[C@@H](C)[C@H]1C (stereo partly specified)	11.1%[10 µM]	2.2%	-0.6%	2.0%	-4.4%	-12.2%	nt	-21.6%
COc1ccc(/C=C(/NC(=O)c2ccc(OC)cc2)C(=O)NCCc2c[nH]c3ccccc23)cc1	?	0.5%	11.0%	-0.7%	8.6%	-5.7%	-4.8%	?
COc1cccc(N/C(C)=C/C(=O)c2ccc(Br)cc2)c1	nt	-0.1%	1.5%	-1.1%	-2.8%	?	-1.6%	?
Cc1cccc2c(C(=O)Nn3cnnc3)cc(-c3ccccc3Cl)nc12	-10.3%[10 µM]	-1.3%	1.8%	6.4%	-1.6%	-17.1%	9.3%	-14.5%
Cc1noc(/C=C/c2ccco2)c1S(=O)(=O)N1CCC(C(=O)NCc2ccco2)CC1	-25.5%	-9.1%	-8.1%	2.0%	-7.3%	?	-9.5%	-19.2%
CCNC(=O)COC(=O)COc1ccc(Cl)cc1C	1.7%	-3.4%	0.0%	3.9%	-0.1%	-8.4%	2.9%	3.1%
COC(=O)c1ccc(CSc2ncnc3ccccc23)o1	-13.7%	-1.8%	4.6%	?	-1.6%	?	?	-15.4%
O=C(Nc1ccc(Cl)cc1)Nc1cc([N+](=O)[O-])ccc1F	-4.1%[10 µM]	-0.9%	1.2%	-2.6%	?	-12.2%	-7.0%	?
Cc1ccc(C(=O)c2c(N)c(C(=O)Nc3ccccc3Cl)c3ccccn23)cc1	nt	nt	nt	17.4%[76.3 µM]	-11.2%	-6.1%	nt	-13.2%
CCOc1ccc(-c2nnc(SCC(=O)Nc3cc(F)ccc3F)o2)cc1	nt	nt	nt	9.8%[76.3 µM]	-6.1%	-3.9%	nt	2.5%
O=C(CCc1nnc(C2CCCCC2)o1)NCc1ccc(F)c(F)c1	7.2%[10 µM]	0.3%	-4.4%	-4.7%	-4.5%	-1.3%	nt	-7.7%
CCOC(=O)C1CCN(Cc2nc3ccccc3c(=O)n2-c2ccc(F)cc2)CC1	-16.8%	-0.5%	-6.2%	6.5%	7.7%	-10.6%	-1.5%	-4.5%
CCOC(=O)c1cccc(NC(=O)CSc2nnnn2C)c1	-0.1%	0.7%	3.1%	7.8%	-8.5%	-8.0%	6.0%	-4.5%
CCOC(=O)CC(=O)CSc1nc(-c2cccnc2)cc(C)c1C#N	2.9%	-9.0%	-4.0%	7.2%	-0.4%	-6.8%	2.0%	-11.8%
CCN(CC)S(=O)(=O)c1cc([N+](=O)[O-])ccc1N=Nc1c(O)n(C)c2ccccc12	27.1%[10 µM]	-4.2%	-0.1%	-1.8%	0.5%	-9.2%	3.1%	-0.4%
CCN1C(=O)C(CC(=O)Nc2ccc(OC)cc2)N(Cc2cccnc2)C1=S (stereo unspecified)	nt	-4.7%	1.9%	2.0%	1.3%	-2.8%	?	3.9%
COc1ccccc1OCc1nc(C#N)c(N2CCC(C(N)=O)CC2)o1	-1.9%	-2.4%	-18.8%	-0.7%	0.7%	-8.3%	5.4%	-5.5%
Cc1cc(C(=O)Nc2ccccc2N2CCCCC2)no1	-3.5%[10 µM]	0.6%	-1.5%	-7.8%	?	?	-6.0%	-4.3%
Cc1ccc2nc(Nc3ccccc3O)nc(-c3ccccc3)c2c1	-9.2%	-13.3%	1.0%	?	12.7%	-20.5%	11.6%	?
c1ccc(Nc2ccccc2Nc2ccccn2)nc1	?	-1.0%	-6.8%	-6.6%	6.9%	-7.3%	2.1%	-7.7%
CC(=O)N1CCN2C(=O)C1CCCC(=O)c1cc(C)ccc12 (stereo unspecified)	-2.2%[10 µM]	0.8%	-2.9%	3.7%	4.1%	-3.7%	-0.7%	1.6%
CCC(=O)N(CC)c1nc(-c2cc(OC)ccc2OC)cs1	8.0%[10 µM]	-9.3%	-4.4%	7.1%	8.6%	17.7%	-3.4%	13.5%
O=C(COc1ccc(Cl)cc1Cl)N1CCCN(C(=O)COc2ccc(Cl)cc2Cl)CC1	-0.2%[10 µM]	-6.2%	-3.0%	-11.2%	3.9%	-13.6%	-7.0%	?
Cc1oc(-c2cc(F)ccc2F)nc1CN1CCCN(C(=O)c2ccco2)CC1	-7.0%	-17.9%	18.5%	-9.3%	2.7%	-9.7%	4.9%	-2.6%
COc1cccc(NC(=O)c2oc3ccccc3c2NC(=O)C23CC4CC(CC(C4)C2)C3)c1	nt	nt	nt	9.9%[76.3 µM]	?	5.8%	nt	-24.4%
O=C(CSc1n[nH]c(-c2ccco2)n1)N1c2ccccc2Sc2ccccc21	-0.7%	-3.9%	1.4%	-5.3%	-3.3%	-14.2%	-4.3%	-20.6%
COC(=O)c1ccc(OCC(=O)c2ccc(O)cc2O)cc1	-0.8%	2.3%	-10.8%	-3.5%	2.1%	-3.6%	2.3%	-0.7%
CCCCc1ccc(NC(=O)c2ccc(NS(C)(=O)=O)cc2)cc1	-5.1%	-3.1%	-1.0%	5.1%	-8.1%	-1.0%	4.0%	-6.2%
